Screens (PubChem BioAssay)
CHT block: inhibitors of human choline transporter CHT | CHT-expressing cells, membrane potential dye, choline response; hits give low values | B-score at 10 µM | actives 0.86% (n = 310,000) | AID 488975, 2010;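 active = B-score over 3 SD under the library average, and starting fluorescence ratio not unusually high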;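 also: choline stimulus applied at its EC90 after an EC20 pre-addition; B-score computed on integrated fluorescence ratio after choline addition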
KCNQ2 block: KCNQ2 potassium channel inhibitors, primary screen, cell-based, CHO-K1, FluxOR thallium flux, B-score (AID 2156); 20 min; hits give low values; B-score at 10 µM; Potassium voltage-gated channel subfamily KQT member 2 (Rattus norvegicus), O88943; actives 1.1% (n = 310,000);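 active = fluorescence ratio B-score at most minus 3 library SDs, with starting brightness B-score within 2 library SDs, cut at about -5.5 in these data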
Target sequence (O88943 whole entry, looked up): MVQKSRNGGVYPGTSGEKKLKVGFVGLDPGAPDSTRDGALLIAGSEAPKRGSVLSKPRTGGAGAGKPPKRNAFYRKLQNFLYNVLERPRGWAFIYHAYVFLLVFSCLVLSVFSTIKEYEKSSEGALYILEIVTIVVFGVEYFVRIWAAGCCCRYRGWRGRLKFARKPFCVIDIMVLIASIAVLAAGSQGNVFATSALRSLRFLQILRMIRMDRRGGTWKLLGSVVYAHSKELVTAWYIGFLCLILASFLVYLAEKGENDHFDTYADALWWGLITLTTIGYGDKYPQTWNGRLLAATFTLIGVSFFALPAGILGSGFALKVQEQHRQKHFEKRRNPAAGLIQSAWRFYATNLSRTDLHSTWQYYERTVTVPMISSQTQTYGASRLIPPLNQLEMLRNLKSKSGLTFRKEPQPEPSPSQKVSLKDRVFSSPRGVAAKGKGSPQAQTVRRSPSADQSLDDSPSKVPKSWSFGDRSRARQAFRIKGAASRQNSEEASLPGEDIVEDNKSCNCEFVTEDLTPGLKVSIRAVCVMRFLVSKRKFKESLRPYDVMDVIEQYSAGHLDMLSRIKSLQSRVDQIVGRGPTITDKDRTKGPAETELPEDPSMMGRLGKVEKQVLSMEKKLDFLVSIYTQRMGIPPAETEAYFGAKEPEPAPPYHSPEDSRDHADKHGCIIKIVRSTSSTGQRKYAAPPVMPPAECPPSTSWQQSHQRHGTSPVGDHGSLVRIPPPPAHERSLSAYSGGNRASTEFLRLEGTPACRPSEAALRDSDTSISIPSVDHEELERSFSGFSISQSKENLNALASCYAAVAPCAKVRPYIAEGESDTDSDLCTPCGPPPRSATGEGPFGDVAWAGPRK
Active calls of the source: *; i = inactive; · = not tested or not shown.

SMILES	CHT block	KCNQ2 block
COc1ccc(/C=C2\CCCC3C2=NN(C(=O)COC(=O)CNC(=O)c2ccccc2)C3c2ccc(OC)cc2)cc1 (stereo unspecified)	i	i
Cc1cc(C)c2c(CN3CCN(Cc4ccc5c(c4)OCO5)CC3)cc(=O)oc2c1	i	i
Cc1cccn2c(=O)c3cc(C#N)c(=NC(=O)c4cccs4)n(CC(C)C)c3nc12	i	i
COc1ccc(-c2cn3cccc(C)c3n2)cc1F	i	i
Cc1ccc(C(=O)CC2(O)C(=O)N(CN3CCOCC3)c3ccccc32)cc1 (stereo unspecified)	i	i
COc1ccc2oc(C(=O)OCC(=O)NC3CC3)c(C)c2c1	i	i
CCOCCCNC(=O)C(NC(=O)c1ccccc1O)c1ccccc1 (stereo unspecified)	i	i
Cc1cc(C(=O)NNc2ccc(C(C)C)cc2)n(C(C)(C)C)n1	i	i
CCc1ccccc1N1C(=O)C2CC=CCC2C1=O (stereo unspecified)	i	i
O=C(CNC(=O)c1cccc(F)c1)N/N=C/c1cccnc1	i	i
O=C(c1ccc2ccccc2c1)C1CCCN(C(=O)CN2C(=O)CSC2=O)C1 (stereo unspecified)	i	i
CC(=O)Nc1ccc(-c2csc(NNC(=O)c3ccc(C)cc3)n2)cc1	i	i
COc1ccc(NC(=O)CSc2nc(O)cc(=O)n2C)cc1	i	i
O=C(CN1C(=O)CSc2ccccc21)Nc1ccc2c(c1)OCCO2	i	i
O=C(Nc1ccc(Cl)cc1Cl)C1CCC(=O)N1Cc1ccccc1Cl (stereo unspecified)	i	i
Clc1ccc(/C=C/c2nc(Cl)c(-c3ccc(Cl)cc3)c(Cl)n2)cc1	i	i
Cc1ccc(-c2cc(NC(=O)CSc3n[nH]c(N)n3)n(-c3ccccc3)n2)cc1	i	i
CCC(C)C(=O)Nc1nc2ccc(S(C)(=O)=O)cc2s1 (stereo unspecified)	i	i
O=C(C1CCN(S(=O)(=O)c2ccc(F)cc2)CC1)N1CCOCC1	i	i
CCOc1ccc(S(=O)(=O)N2CCC(C(=O)N3CCCCCC3)CC2)cc1Cl	i	i
CC(C)C(C(=O)NCC1CCCO1)N(C(=O)CNS(=O)(=O)c1ccccc1)C1CCCCC1 (stereo unspecified)	i	i
O=C(NNc1nc(Nc2ccccc2)nc(N2CCOCC2)n1)Nc1ccc(Cl)cc1	i	i
COc1ccc(N2CCN(C(=O)CSc3nc4cc(OC)c(OC)cc4cc3C#N)CC2)cc1	i	i
Cc1ccc(NC(=O)CN2CCc3ccccc3C2)cc1C	i	i
CCCCC[n+]1ccn(C2=C([O-])c3ccccc3C(=O)/C2=N\S(=O)(=O)c2ccccc2)c1	i	i
COc1ccc2oc(=O)c(/C(C)=N/Nc3ccccc3)cc2c1	i	i
Cc1ccc(C(=O)Nc2nccs2)cc1	i	i
O=c1cc(-c2ccccc2)cc(-c2ccccc2)n1CCO	i	i
Fc1cccc(Cl)c1Cn1nnc(-c2ccc(N3CCOCC3)cc2)n1	i	i
O=C(NNc1cc(Br)c(O)c(Br)c1)c1ccccc1	-7.4*	i

Looked up one by one from the entries so far (6):
SMILES	CHT block	KCNQ2 block
CCOc1ccc(S(=O)(=O)N2CCC(C(=O)N3CCCCCC3)CC2)cc1Cl	i	i
CCCCC[n+]1ccn(C2=C([O-])c3ccccc3C(=O)/C2=N\S(=O)(=O)c2ccccc2)c1	i	i
Cc1ccc(-c2cc(NC(=O)CSc3n[nH]c(N)n3)n(-c3ccccc3)n2)cc1	i	i
Cc1ccc(C(=O)Nc2nccs2)cc1	i	i
Cc1ccc(NC(=O)CN2CCc3ccccc3C2)cc1C	i	i
COc1ccc(N2CCN(C(=O)CSc3nc4cc(OC)c(OC)cc4cc3C#N)CC2)cc1	i	i

More entries follow.
SMILES	CHT block	KCNQ2 block
CCC1=Nc2cc(C(=O)NCCCOC(C)C)ccc2Sc2ccccc21	i	i
COc1ccc(NC(=O)CSc2nc3ccsc3c(=O)n2Cc2ccccn2)c(OC)c1	i	i
N#Cc1c(-c2ccco2)cc(C2CC2)nc1N	i	i
CC(C)(C)OC(=O)NCCCC[C@H](NC(=O)c1nc[nH]c1C(=O)NCc1ccc(CNC(=O)OC(C)(C)C)cc1)C(=O)OC(C)(C)C	i	i
CS(=O)(=O)N1N=C(c2ccc(Cl)cc2)CC1c1cccs1 (stereo unspecified)	i	i
CCOc1ncccc1C(=O)OCC(=O)c1cccs1	i	i
NC(=O)c1ccccc1NC(=O)c1ccc2c(c1)OCO2	i	i
Cc1[nH]nc(SCC(=O)N2CCCC2)c1[N+](=O)[O-]	i	i
CCCCC(c1nnnn1CCOC)N1CCN(c2cccc(OC)c2)CC1 (stereo unspecified)	·	i
CCn1c(COc2ccccc2C)nnc1SCC(=O)N1CCC(C)CC1	i	i
Cc1ccc(Nc2ncc3c(n2)CC(C)(C)CC3=O)cc1	i	i
CCCCN1C2=NCCCN2c2ccccc21	i	i
Cc1ccc(NC(=O)CSc2nnc(-c3cnccn3)n2Cc2ccco2)cc1	i	i
CC(Sc1nc2nn(-c3ccccc3)c(=O)c-2c2n1CCCCC2)C(N)=O (stereo unspecified)	i	i
Cc1cc(S(=O)(=O)N2CCOCC2)ccc1OCC(=O)Nc1ccc(Br)cc1F	i	i
Cc1cccc(/C=N\NC(=O)c2sccc2-n2cccc2)c1	i	i
Cc1ccccc1NC(=O)CSc1nnc(NC(=O)c2ccco2)s1	i	i
Clc1cc(Br)ccc1OCCn1ccnc1	i	i
COc1ccc(OCC(=O)Nc2ccc3c(c2)nc2n3CCSC2)cc1	i	i
O=C(NCCCn1ccnc1)c1ccc(Cl)s1	i	i
O=C(NCCc1ccccn1)c1ccc(S(=O)(=O)N2CCCCCC2)cc1	i	i
CC1(C(=O)O)Oc2cccnc2NC1=O (stereo unspecified)	i	i
COc1ccc(/C=C2\SC(=S)N(N3C(=O)CCC3=O)C2=O)cc1O	i	i
COc1ccccc1CNC(=O)C1CCN(S(=O)(=O)c2ccc3c(c2)OCCO3)CC1	i	i
C=CCNC(=O)c1ccc(S(=O)(=O)CC)c(Cl)c1Cl	i	i
C=CCn1c(=NC(=O)c2sc3ccccc3c2Cl)sc2cc(S(N)(=O)=O)ccc21	i	i
Cc1nnsc1S(=O)c1ccccc1Cl (stereo unspecified)	i	i
COc1ccc(NC(=O)CSc2nnc(Cc3ccccc3)c(=O)n2N)cc1	i	i
Cc1cccc(NC(=O)c2ccc(N3C(=O)C4CCCCC4C3=O)cc2)c1C (stereo unspecified)	i	i
CS(=O)(=O)N(CC(O)Cn1c2ccccc2c2ccccc21)c1ccccc1 (stereo unspecified)	i	i
NNC(=O)CNc1cccc(Br)c1	i	i
C(=N\Nc1cc(N2CCCCC2)ncn1)/c1ccco1	i	i
O=C(Nc1ccccc1)Nc1ccc(NC(=O)c2ccccc2O)cc1	i	i
NS(=O)(=O)c1ccc(NC(=O)C(Sc2ccccc2)c2ccccc2)cc1 (stereo unspecified)	i	i
Cc1cc(C)c(N2CCN(S(=O)(=O)N3CCCCCC3)CC2)c(C)c1	i	i
CCC(C)(C)NC(=O)CN(C(=O)CCC(=O)Nc1cc(C)ccn1)c1ccc2c(c1)OCO2	i	i
CN(CC(=O)Nc1ccccc1Cl)C(=O)COC(=O)CNC(=O)c1ccc(Br)o1	i	i
COCCN(C(=S)Nc1ccc(OC)cc1)C(C)c1cccs1 (stereo unspecified)	i	i
Cc1cc(NC(=O)CCC(=O)N(c2ccccc2)C(C)C(=O)NC2CCCC2)no1 (stereo unspecified)	i	i
Cc1cccc2sc(N(CCCN(C)C)C(=O)c3cc4ccccc4oc3=O)nc12	i	i
CS(=O)(=O)N(CC(=O)N1CCCCCC1)c1cccc(Cl)c1Cl	i	i
C=CCN1C(=O)NC(c2ccccc2)(C(F)(F)F)S/C1=C(\C#N)c1nnc(N2CCOCC2)n1-c1ccccc1 (stereo unspecified)	i	i
CCCCc1ccc(NC(=O)N2CCN(c3cc(C)nc4ccccc34)CC2)c(C)c1	i	i
O=C(CCCCn1c(=O)[nH]c2ccsc2c1=O)NCCc1ccccc1	i	i
O=C(Nn1cnnc1)c1cc2c(s1)CCCC2	i	i
O=S(=O)(c1ccc(OCC(O)CN2CCN(c3ccc(F)cc3)CC2)cc1)N1CCOCC1 (stereo unspecified)	i	i
COC(=O)c1ccc(Oc2ccc(C(C)(C)C)cc2)c([N+](=O)[O-])c1	i	i
COc1cc(-c2noc(C)c2C#Cc2ccsc2)cc(OC)c1OC	i	i
CCn1c(SCC(=O)Nc2ccccc2)nc2c1c(=O)n(C)c(=O)n2C	i	i
CCOC(=O)N1CCN(C(=O)C2COc3ccccc3O2)CC1 (stereo unspecified)	i	i
O=c1c2ccccc2nc(-c2cccc(Cl)c2)n1O	i	i
COc1ccc(OC)c(NC(=O)CC(NCCC2=CCCCC2)C(=O)O)c1 (stereo unspecified)	·	i
COc1ccc(N2CCN(c3cc(C)c4ccc(O)cc4n3)CC2)cc1	i	i
O=C(Nc1ccccn1)c1ccc(Br)c(S(=O)(=O)N2CCCC2)c1	i	i
COc1ccc(C2C(C#N)=C(N)Oc3cccc(O)c32)cc1 (stereo unspecified)	i	i
Cc1cc(C)n(CCOc2ccc(Br)cc2)n1	i	i
CSc1nc(Sc2ccccc2)c2ccccc2n1	i	i
Cc1ccc(S(=O)(=O)NCCc2cccs2)cc1	i	i
CCN(CC)C(=O)CCn1nc(-c2ccc(C)cc2)c2ccccc2c1=O	i	i
COC(=O)c1ccc(/C=N/OCC(=O)NCc2ccc(F)cc2)cc1	i	i

Next section
SMILES	CHT block	KCNQ2 block
c1ccc(-n2c(SCc3ccncc3)nnc2-c2ccco2)cc1	i	i
Cc1nc(Nc2ccc3c(c2)OCCO3)c2oc3ccccc3c2n1	i	-8.1*
COc1ccc(N(CC(=O)NCCc2cccc(C)c2)S(=O)(=O)c2c(C)noc2C)cc1	i	i
Cc1cc(NC(=O)CSc2ccc(F)cc2)no1	i	i
CCCOc1ccc(/C(O)=C2/C(=O)C(=O)N(c3ccccn3)C2c2ccc(OC)cc2)cc1C (stereo unspecified)	i	i
CCCN(CCC)CCNC(=O)c1cc2c(C)nc3ccccc3c2o1	i	i
O=C(Nc1ccn(Cc2cccc3ccccc23)n1)c1cccnc1	i	i
COc1ccc(OC)c(NC(=S)NCCSc2ccc(C)cc2)c1	i	i
O=C(Cn1cncn1)NCc1cccc(OC(F)F)c1	i	i
Cc1ccc2c(COC(=O)c3ccccc3Cl)cc(=O)oc2c1	i	i
Cc1nc(N)sc1N=Nc1ccccc1C(F)(F)F	i	i
CCOC(=O)C1(CCc2ccccc2)CCN(C(=O)CN2C(=O)CSC2=O)CC1	i	i
COc1ccc(OC)c(NC(=O)C2C3CC4OC(=O)C2C4C3)c1 (stereo unspecified)	i	i
CN(C)C(=O)CN(C)S(=O)(=O)c1ccc(Cl)cc1	i	i
O=C(Nc1ccccc1C(=O)O)/C(=C/c1ccc([N+](=O)[O-])cc1)NC(=O)c1ccc(Br)o1	i	i

Given as labelled records: 3 of the compounds above.
COc1ccc(OC)c(NC(=O)C2C3CC4OC(=O)C2C4C3)c1 (stereo unspecified)
  CHT block = i
  KCNQ2 block = i
CN(C)C(=O)CN(C)S(=O)(=O)c1ccc(Cl)cc1
  CHT block = i
  KCNQ2 block = i
O=C(Nc1ccccc1C(=O)O)/C(=C/c1ccc([N+](=O)[O-])cc1)NC(=O)c1ccc(Br)o1
  CHT block = i
  KCNQ2 block = i

New compounds follow
SMILES	CHT block	KCNQ2 block
O=C(NC1CCCCC1)C(c1ccc(F)cc1)N(CCc1ccccc1)C(=O)CN1C(=O)c2ccccc2S1(=O)=O (stereo unspecified)	i	i
CSc1ccc(Cn2nnc(C(=O)NCc3ccccc3)c2N)cc1	i	i
CCCCN1C(=O)NC(NC(=O)c2ccco2)(C(F)(F)F)C1=O (stereo unspecified)	i	i
COC(=O)c1ccc(-n2c(C)cc(/C=N/n3cnnc3)c2C)cc1	i	i
COc1ccc(N=Nc2nc(-c3ccccc3)c(-c3ccccc3)[nH]2)cc1	i	i
Cn1c(/N=C/c2c(O)ccc3ccccc23)nc2ccccc21	i	i
CC(=O)O/N=C(\N)Cc1ccc(-c2csnn2)cc1	i	i
COc1ccc(/C=C(/NC(=O)c2ccc(OC)c(OC)c2)C(=O)NCCCn2ccnc2)cc1	i	i
Cc1cccc(OCC(=O)OC(C)C(=O)Nc2ccc(Cl)cn2)c1 (stereo unspecified)	i	i
COCCNC(=O)c1ccc2c(=O)n(CCCN3CCCC3=O)c(=S)[nH]c2c1	i	i
C=C(C)Cn1c(-c2cccc([N+](=O)[O-])c2)n[nH]c1=S	i	i
COc1ccc2cc(C3(C)NC(=O)N(CC(=O)NCc4ccco4)C3=O)ccc2c1 (stereo unspecified)	i	i
CC(=O)NC(C)CCc1ccccc1 (stereo unspecified)	i	i
CCOC(=O)N1CCC(n2c(SCC(=O)NCCc3ccc(S(N)(=O)=O)cc3)nc3ccccc3c2=O)CC1	i	i
O=C(Cc1ccccc1)Nc1nnc(-c2cccs2)s1	i	i
O=C(O)C(Oc1ccc2ccccc2c1)c1ccccc1 (stereo unspecified)	i	i
CC(C)(CNS(C)(=O)=O)SCc1ccc(Cl)cc1	i	i
COc1ccc(/C=C(\C#N)C(=O)ONC2=NCCCCC2)cc1	i	i
O=C(NCc1n[nH]c(=S)n1-c1ccccc1)c1ccco1	i	i
CC1(C)C(=O)Nc2ccccc2N1C(=O)COc1ccc(S(=O)(=O)N2CCOCC2)cc1Cl	i	i
Cc1ccc(-c2n[nH]c(=S)n2/N=C/c2cccn2C)cc1	i	i
